rTrxR1 inhibitor = qHTS Assay for Inhibitors of Mammalian Selenoprotein Thioredoxin Reductase 1 (TrxR1): qHTS | Thioredoxin reductase 1, cytoplasmic (Rattus norvegicus), O89049 | recombinant rTrxR1, NADPH fluorescence consumption, selenite substrate | Potency, µM (top dose mostly 114 µM), for the others: at the top dose activity change, negative = inhibition, usual class: inhibitors | hit rate 1% among 390,000; further: potency means the concentration at half of the fitted maximal effect; on the % scale 0 is the no-effect control and ±100 the full control effect; nearly all actives have a fitted effect of over 65% in size
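Rat TrxR1 (90 nM in the dispensed reagent) was pre-reduced with 400 uM NADPH for 5 min at room temperature, then incubated with compound for 15 min. After 400 uM selenite was added, NADPH fluorescence (Ex 340/Em 450 nm) was followed for 8 min.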
TrxR1 substrate = qHTS Assay for Substrates of Mammalian Selenoprotein Thioredoxin Reductase 1 (TrxR1): qHTS. Thioredoxin reductase 1, cytoplasmic (Rattus norvegicus), O89049. purified TrxR1 substrate turnover, NADPH consumption readout. Potency, µM (highest dose often 114 µM), inactives show at the highest dose activity change, negative = substrate turnover. hit rate 0.01% among 390,000; further: potency means the concentration at half of the fitted maximal effect; on the % scale 0 is the no-effect control and ±100 the full control effect; nearly all actives have a fitted effect of over 50% in size
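Rat TrxR1, dispensed at 90 nM, was prereduced with 400 uM NADPH (final) for 5 min at ~22 deg C, then incubated with compound 15 min before 400 uM selenite. A first-read NADPH fluorescence drop versus no-compound background flagged substrates.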
Glioma ERSR ind = qHTS for Inducers of the Endoplasmic Reticulum Stress Response (ERSR) in Human Glioma: qHTS. AID 602332, 2012. hit rate 0.02% among 420,000. Potency, µM, for the others: top-dose activation, hits mostly activators. U87-MG GRP78 promoter luciferase reporter, 16 h; further: potency means the concentration at half of the fitted maximal effect; series mostly up to about 76 µM; % of control where 0% means no effect; nearly all actives have a fitted effect of over 35% in size
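Stably transfected U87-MG human glioma cells carrying a GRP78-based luminescent sensor were seeded at 1000 cells/well, pin-dosed with compounds and incubated 16 h. Luciferase reagent was then added, and end-point luminescence was read after 10 min at room temperature.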
USP1 inh = Inhibitors of USP1/UAF1: Primary Screen | hit rate 0.23% among 390,000 | recombinant USP1/UAF1, Ub-Rhodamine cleavage fluorescence | Potency, µM (highest dose often 57.1 µM), inactives show top-dose activity change, negative = inhibition, hits mostly inhibitors | Ubiquitin carboxyl-terminal hydrolase 1 (Homo sapiens), O94782 | AID 743255, 2014; further: potency means the concentration at half of the fitted maximal effect; on the % scale 0 is the no-effect control and ±100 the full control effect; nearly all actives have a fitted effect of over 60% in size; inactives centre near -12
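USP1/UAF1 complex (1 nM) preincubated 15 min at room temperature with compound, then Ub-Rho substrate (150 nM final) added. Kinetic fluorescence at 480/540 nm over 6 reads at 60 s intervals; 50 mM HEPES pH 7.8, 0.5 mM EDTA, 0.1 mg/ml BSA, 1 mM TCEP, 0.01% Tween-20.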
LDHA inh = qHTS assay for inhibitors of human lactate dehydrogenase | hit rate 0.15% among 480,000 | L-lactate dehydrogenase A chain (Homo sapiens), P00338 | purified LDHA, NADH/diaphorase-resazurin fluorescence; stronger effect = lower value | AID 1347041, 2019 | activity change, % (values are at about 110 or 230 µM); in the data active means activity change below about -30%; inconclusive means mostly about -25% to -30%;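 further: plate controls were DMSO wells for no effect and wells without enzyme for full effect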
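Human LDH5 (2 nM) was incubated with 0.06 mM NADH and 0.2 mM pyruvate for 5 min at room temperature in Tris pH 7.4. Remaining NADH was coupled through diaphorase/resazurin, and resorufin fluorescence was read at 0 and 20 min.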
RGS4 inhibitor = Inhibitors of Regulator of G Protein Signaling (RGS) 4: qHTS | Transcreener GDP fluorescence polarization, RGS4-accelerated GTP hydrolysis | Potency, µM (highest dose often 114 µM), without a hit: top-dose activity change, negative = inhibition, hits mostly inhibitors | hit rate 0.039% among 390,000 | AID 504845, 2011; further: potency means the concentration at half of the fitted maximal effect; on the % scale 0 is the no-effect control and ±100 the full control effect; nearly all actives have a fitted effect of over 75% in size; some results filed as inactive show a strong effect at the top dose
Target sequence (P49798 whole entry, looked up): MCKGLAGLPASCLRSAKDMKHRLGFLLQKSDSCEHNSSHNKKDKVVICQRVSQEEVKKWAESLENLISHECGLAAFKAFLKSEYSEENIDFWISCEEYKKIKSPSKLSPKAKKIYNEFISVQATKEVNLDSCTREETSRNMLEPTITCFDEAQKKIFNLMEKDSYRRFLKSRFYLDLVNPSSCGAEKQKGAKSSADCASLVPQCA
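MLSMR compounds (23 nl, pin-transferred) preincubated 10 min at room temperature with a 500nM (2x) first reagent, then RGS4 at 900nM (2x) plus Transcreener GDP mix added; fluorescence polarization (620/688 nm) read before and after 90 min at 30 °C.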
Vif-APOBEC3G blk = qHTS for Inhibitors of Vif-A3G Interactions: qHTS; HeLa A3G-eYFP + Vif (tagged APOBEC3G with the HIV-1 protein that degrades it), YFP fluorescence, overnight; hit rate 0.076% among 410,000; Potency, µM (doses to about 46.1 µM), without a hit: at the highest dose activity, negative = active, actives largely listed as inhibitors;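 further: potency means the concentration at half of the fitted maximal effect; on the % scale 0 is the no-effect control and ±100 the full control effect; nearly all actives have a fitted effect of over 60% in size; hits raise eYFP signal because A3G escapes Vif-driven loss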
Target sequence (Q9HC16 whole entry, looked up): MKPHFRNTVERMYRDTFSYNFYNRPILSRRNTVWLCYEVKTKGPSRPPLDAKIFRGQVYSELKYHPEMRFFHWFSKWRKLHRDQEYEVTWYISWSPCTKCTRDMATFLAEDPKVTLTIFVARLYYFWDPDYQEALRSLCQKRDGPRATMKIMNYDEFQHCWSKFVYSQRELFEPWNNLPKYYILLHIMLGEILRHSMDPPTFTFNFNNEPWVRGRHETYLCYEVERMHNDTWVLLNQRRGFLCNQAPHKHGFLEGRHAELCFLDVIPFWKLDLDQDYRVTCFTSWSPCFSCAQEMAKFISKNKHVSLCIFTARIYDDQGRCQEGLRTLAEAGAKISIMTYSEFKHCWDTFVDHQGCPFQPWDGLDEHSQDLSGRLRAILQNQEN
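Read-out is eYFP fluorescence (Ex 488/Em 500-530) from Vif-expressing HeLa A3G-eYFP cells; more signal means A3G escaped Vif-mediated degradation. Cells plated overnight, compound pinned in, incubated overnight at 37 deg C.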
IDH1 R132H inh = qHTS for Inhibitors of mutant isocitrate dehydrogenase 1 (IDH1): qHTS; IDH1-R132H enzyme, NADPH consumption, diaphorase/resazurin fluorescence; Potency, µM (titrated, usually from 76.6 µM), for inactives: at the highest dose activity change, negative = inhibition, most hits filed as inhibitors; hit rate 0.093% among 390,000; further: potency means the concentration at half of the fitted maximal effect; on the % scale 0 is the no-effect control and ±100 the full control effect; nearly all actives have a fitted effect of over 65% in size
Target sequence (O75874 whole entry R132H, stated change not applied): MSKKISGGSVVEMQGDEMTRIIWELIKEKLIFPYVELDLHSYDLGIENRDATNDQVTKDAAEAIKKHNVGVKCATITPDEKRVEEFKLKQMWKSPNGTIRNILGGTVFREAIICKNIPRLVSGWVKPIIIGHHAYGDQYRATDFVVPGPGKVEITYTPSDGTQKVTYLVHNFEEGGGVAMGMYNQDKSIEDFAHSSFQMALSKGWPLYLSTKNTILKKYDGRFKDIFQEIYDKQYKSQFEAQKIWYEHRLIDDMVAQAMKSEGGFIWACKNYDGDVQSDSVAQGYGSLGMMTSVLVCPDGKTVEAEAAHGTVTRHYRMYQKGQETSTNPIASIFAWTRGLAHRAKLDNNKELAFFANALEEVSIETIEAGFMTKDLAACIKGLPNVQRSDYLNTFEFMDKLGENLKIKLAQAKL
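IDH1-R132H (0.5 ug/mL dispensed) in pH 7.5 Tris buffer was preincubated 30 min with compound, then given a substrate mix of 0.016 mM NADPH and 2 mM alpha-KG for 80 min at room temperature; remaining NADPH was read by diaphorase/resazurin fluorescence.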
Vif-A3F inh = qHTS for Inhibitors of Vif-A3F Interactions: qHTS; Potency, µM (doses to about 46.1 µM), for inactives: at the top dose activity, negative = active; HeLa A3F-eYFP + Vif (tagged APOBEC3F with the HIV-1 protein that degrades it), YFP fluorescence increase; hit rate 0.2% among 390,000; further: potency means the concentration at half of the fitted maximal effect; % of control where 0% means no effect; nearly all actives have a fitted effect of over 65% in size
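HeLa cells stably expressing A3F-eYFP plus Vif, plated and incubated overnight at 37 deg C, then exposed to compounds overnight at 37 deg C. Blocked degradation read as raised yellow fluorescence (Ex 488/Em 500-530).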
Numbers without * were called inactive; ? = inconclusive; nt = not tested or not shown; & = joins results of further samples; [ ] = another dose, or the depositor's remark. Unless noted, the call rests on the fitted dose curve; in most records, active means well fitted curve in the direction sought with a large enough effect; inconclusive means small, poorly fitted or top-dose-only effect, or another doubt; inactive means no such curve, though single readings can be large; an effect the other way counts as inactive or inconclusive. A portion of the library. The share of hits here may be higher or lower than overall.

SMILES | rTrxR1 inhibitor | TrxR1 substrate | Glioma ERSR ind | USP1 inh | LDHA inh | RGS4 inhibitor | Vif-APOBEC3G blk | IDH1 R132H inh | Vif-A3F inh
CCCCc1ccc(C(=O)c2c(N)c(C(=O)Nc3cccc(OC)c3)c3ccccn23)cc1 | 16% | 3% | nt | -22% | -1 | -16% | nt | nt | nt
CCCCc1nc(SCC(=O)N2CCCCC2)c2c(=O)n(C)c(=O)n(C)c2n1 | 7% | 0% | -2% | -19% | -5 | 19% | 0% | ? | 3%
CCCn1c(N)c(C(=O)CSc2nc3ccccc3n2CCC#N)c(=O)n(C)c1=O | 16% | 1% | 1% | -25% | -3 | -49% | -1% | 4% | 1%
COc1ccc(C(=O)CSc2nn3c(=O)c(C(C)(C)C)nnc3s2)cc1 | ? | -1% | 5% | -27% | -7 | -13% | ? | -2% | ?
O=C(N/C(=C\c1ccc(O)cc1)C(=O)N1CCCCC1)c1ccccc1 | 20% | -3% | -4% | -25% | -5 | 19% | 2% | 3% | -13%
COc1ccc(CN(Cc2cccn2C)S(=O)(=O)c2ccc(C)cc2)cc1 | 25%[57.1 µM] | 2%[57.1 µM] | -9% | -3% | -2 | -17% | 3% | 15% | -10%
Cc1ccc(S(=O)(=O)Nc2nc(C)c(NC(=O)OCCCl)s2)cc1 | -30% | -5% | -4% | -21% | -3 | -32% | -5% | 14% | -1%
COc1ccc(NC(=O)COc2cccc3c2CCNC3=O)cc1 | 16% | 7% | -7% | -6% | -7 | 24% | -6% | 3% | 8%
CCOC(=O)/C(C#N)=C/C=C1/C=CC=CN1C | -12% | -28% | 1% | -16% | -1 | 3% | 4% | 4% | 8%
O=C1CCC(=O)N(O)CCCCCNC(=O)CCC(=O)N(O)CCCCNC(=O)CCC(=O)N(O)CCCCCN1 | 9%[57.1 µM] | 5%[57.1 µM] | -4% | -6% | 2 | -2% | 0% | 0% | 2%
Cc1cc2c(NC3CCCCC3)ncnc2s1 | 2%[57.1 µM] | -6% | -3% | -32% | -12 | 9% | -1% | 3% | -1%
Cc1nn(-c2ccccc2)c(C)c1C(=O)NCc1cccs1 | 0% | -3% | -3% | -14% | -6 | 14% | 0% | 9% | 1%
CC1CCCC(NC(=O)CCNC(=O)c2ccc(Cl)cc2)C1C (stereo not drawn) | 2% | -6% | -1% | -18% | -5 | -33% | 2% | 2% | -5%
CC(=O)c1sc2c(c1C)c(=O)n(-c1ccc(Cl)cc1)c(=O)n2Cc1ccc(Cl)cc1 | 22% | 5%[2.29 µM] | -3% | ? | -3 | 4% | 1% | 3% | 5%
CCOc1ncccc1C(=O)OCC(=O)Nc1ccc(C(N)=O)cc1 | 10% | 5% | -2% | -5% | -4 | 2%[11.4 µM] | 2% | 0% | 1%
COc1ccc(CNC(=O)[C@@H]2CC=C[C@@H]3CCN(C4CC4)C(=O)[C@@H]32)cc1 | 8%[57.1 µM] | 7%[57.1 µM] | -3%&-4% | -26% | -7 | 12% | 3%&1% | -6% | -5%
CCOC(=O)c1sc(NS(=O)(=O)c2ccccc2)nc1C | 4% | -9% | 0% | -26% | -1 | -2% | -4% | 0% | -4%
O=C(c1ccc2c(c1)OCO2)N1CCN(c2ccc(Cl)cc2)CC1 | -2% | 15% | -1% | -11% | -1 | 23% | 0% | 0% | -1%
CSC1=NC2(CCCCC2)CC12C=CC(=O)C=C2 | 8% | 1% | -3% | -22% | -4 | -7% | 0% | 8% | 1%
Cc1cccc(CCNC(=O)c2ccc(CSCc3cccc(Cl)c3)o2)c1 | -19%[57.1 µM] | -21%[57.1 µM] | 2% | ? | -6 | 14% | 4% | -1% | 4%
CC1(C)N(O)CC(c2cccs2)=[N+]1[O-] | 17% | 4% | -1% | -15% | -2 | -1% | -4% | 0% | -11%
O=C(Nc1ccccc1C(=O)NCCCN1CCOCC1)c1ccc(F)cc1 | 26% | 5% | -2% | -20% | 1 | -8% | 3% | 0% | 4%
O=C1CCC[C@@H]2C[C@@]3(C[C@@H]4CCN1[C@H]24)Nc1cc(Cl)c(Cl)cc1NC3=NCc1ccccc1 | 19%&-5% | -4%&-16% | 5%&7% | -27% | 9 | -19% | -6%&-16% | -25% | -6%
NC(=O)C1CCN(CC(O)COCc2ccccc2Cl)CC1 (stereo not drawn) | 14% | 5% | 1% | -10% | -5 | 7% | 0% | -1% | -14%
Cc1ccc(C(=O)NCCc2ccc(F)cc2)s1 | 0%[57.1 µM] | -6% | -7% | -10% | -4 | 6% | 1% | 7% | 11%
SMILES | rTrxR1 inhibitor | TrxR1 substrate | Glioma ERSR ind | USP1 inh | LDHA inh | RGS4 inhibitor | Vif-APOBEC3G blk | IDH1 R132H inh | Vif-A3F inh
O=C(NC1CCCCCC1)C1CCC(CNS(=O)(=O)c2ccc(Br)s2)CC1 (stereo not drawn) | -2%[57.1 µM] | -1% | -3% | 1% | -4 | -6% | -7% | 2% | -2%
CCCCn1c(SCC(N)=O)nc2c(sc3ccccc32)c1=O | 12% | 1% | -1% | -8% | 0 | 12% | 1% | -2% | -3%
Cc1ccc(C)n1CCN1CCN(S(=O)(=O)c2ccc(F)cc2F)CC1 | -6% | 2% | -1% | -23% | 1 | -7% | -7% | 3% | 0%
CCC(=O)Nc1ccc2nc3c(=O)n(C)c(=O)n(C)c3nc2c1 | 6% | 15% | -4% | 11% | -2 | 15% | -2% | 4% | -5%
O=C(Cc1ccccc1)Nc1cccc(-c2nc3cccnc3s2)c1 | 11% | -3% | 2% | -7% | -5 | 7% | 6% | 6% | 1%
COCCCNC(c1ccccc1)c1ccncc1 (stereo not drawn) | -9% | -1% | -6% | -16% | -6 | -1% | -1% | 4% | -11%
COc1ccccc1NC(=O)N1CCCC1C(=O)NCc1ccc2c(c1)OCO2 (stereo not drawn) | -1% | -6% | -4% | -16% | -6 | 1% | 2% | 2% | 7%
CCOC(=O)c1c(-c2ccc(OC)cc2)oc2ccc(OCc3ccc(F)cc3F)cc12 | 161%[activator] | 208%[activator] | -1% | ? | -9 | 7% | 3% | 22% | -7%
CCn1c2ccccc2c2cc(NC(=O)COc3ccc(OC)cc3)ccc21 | 13% | 11% | -6% | -19% | -1 | -16% | -1% | 2% | 3%
Cc1ccc(S(=O)(=O)N2CCC[C@H]2C(=O)OCc2nc3ccccc3s2)cc1 | 27% | -3% | 1% | -6% | -5 | 16% | 1% | -8% | -12%
O=C(NC(=S)NCC1CCCO1)c1ccc(Br)o1 (stereo not drawn) | -4% | 1% | 5% | -23% | -4 | 1% | 2% | 6% | -1%
COc1cccc(-c2cc(C(=O)N3CCN(Cc4ccc5c(c4)OCO5)CC3)on2)c1 | 7%[57.1 µM] | -2%[57.1 µM] | -1% | ? | 0 | 11% | 2% | -10% | 1%
O=C(Nc1ccccc1N1CCCC1)c1cc(=O)[nH]c2ccccc12 | -13% | -15% | -4% | -16% | 1 | 2% | -1% | 4% | 3%
CCCCCc1nc(N)c(C#N)c(-c2ccco2)c1CCCC | -7% | 54%[activator] | -3% | -17% | -1 | -30% | 1% | 6% | 4%
CC(C)CCN1CCC[C@]2(N[C@H](c3ccccc3)[C@@H]3C(=O)N(Cc4ccccc4)C(=O)[C@@H]32)C1=O | nt | nt | 2% | -20% | 0 | nt | 0% | 0% | 0%
CCOc1cccc(NC(=O)C2CC(=O)NC(=Nc3ccccc3)S2)c1 (stereo not drawn) | 7%[57.1 µM] | -3% | -1% | -18% | -9 | -29% | -1% | -1% | 0%
COc1ccc(NC(=O)C/C(C)=N/NC(=O)COc2ccc(OC)cc2)cc1 | 12% | 0% | -2% | -7% | -14 | 8% | 1% | -1% | 0%
COc1ccc(CNC(=O)C2CCCN2C(=O)Nc2cccc(Cl)c2)cc1 (stereo not drawn) | nt | nt | -3% | -21% | -4 | nt | -1% | 10% | -1%
O=C(O)CS(=O)(=O)CC(=O)O | 19% | 10% | -4% | -6% | -4 | 1% | -9% | 0% | -7%
COc1ccc(CCN2C(=NC(=O)CC(C)C)SC3CS(=O)(=O)CC32)cc1OC (stereo not drawn) | 14% | -3% | 0% | -16% | -7 | -23% | -4% | 1% | 1%
CC#CCCCC(=O)Nc1cccc(C(=O)O)c1 | -4% | -1% | -5% | -1% | -2 | -11% | 2% | -3% | -6%
COc1cc(OC)cc(-c2nc3nc(C)c(CCC(=O)Nc4cc(C)cc(C)c4)c(C)n3n2)c1 | 10% | 5% | -3% | -20% | 0 | 5% | 0% | -7% | -1%
